pPAFAH FP inh – inhibitors of human plasma PAF acetylhydrolase (pPAFAH). Q13093. recombinant pPAFAH, FP-rhodamine probe fluorescence polarization. inhibition, % at 3.39 µM. 330,000 compounds, 1.5% hits. AID 463082;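 active means inhibition above the mean inhibition across the screen plus 3 SD, cut at about 25% in these data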;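 further: inhibitors block binding of the rhodamine activity-based probe so polarization drops; 0% = enzyme with DMSO and 100% = wells lacking pPAFAH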
AHR act – activators of human aryl hydrocarbon receptor; P35869; AHR-responsive luciferase reporter cells, luminescence; activation, % at 5 µM; 320,000 compounds, 2.5% hits; AID 2796; in the data active means activation above about 47%;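 further: 0% = vehicle wells and 100% = reference agonist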
PAFAH1B2 inh – inhibitors of human PAFAH1B2; P68402; recombinant PAFAH1B2, FP-rhodamine activity probe, fluorescence polarization; inhibition, % at 3.39 µM; 340,000 compounds, 1.2% hits;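 active means inhibition above the mean of all tested compounds plus 3 SD, cut at about 24% in these data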;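 further: 0% = enzyme with DMSO and 100% = wells lacking PAFAH1B2; many of its hits are not listed in these tables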
Target sequence (P68402 whole entry, looked up): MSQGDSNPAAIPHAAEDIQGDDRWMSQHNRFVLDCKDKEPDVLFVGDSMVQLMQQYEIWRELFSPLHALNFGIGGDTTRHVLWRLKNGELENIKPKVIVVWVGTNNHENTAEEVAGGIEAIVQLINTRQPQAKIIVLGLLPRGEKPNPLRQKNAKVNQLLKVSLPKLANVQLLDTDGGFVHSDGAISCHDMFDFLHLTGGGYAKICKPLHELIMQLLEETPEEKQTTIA
BCLXL inh – inhibitors of human Bcl-xL. Q07817. GST-Bcl-xL / FITC-Bim BH3 peptide fluorescence polarization. inhibition, % at 10.9 µM. 320,000 compounds, 0.7% hits. AID 2129;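 active means inhibition above the mean of all tested compounds plus 3 SD, cutoff set per campaign, cut at about 30% in these data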;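 further: 0% = DMSO wells and 100% = unlabeled Bim-BH3 peptide competitor; inhibitors lower millipolarization by displacing the labeled peptide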
MCL1 BIM primary – inhibitors of human MCL1 binding to BIM-BH3 peptide. GST-MCL1 / FITC-Bim-BH3 fluorescence polarization. 320,000 compounds, 0.68% hits. Q07820. inhibition, % at 10.9 µM;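 active means inhibition above the mean inhibition of all tested compounds plus 3 SD, set per campaign, cut at about 40% in these data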;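 further: 0% = DMSO wells and 100% = unlabeled Bim-BH3 peptide control; higher means more loss of mP so more displacement of Bim peptide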
Target sequence (Q07820 whole entry, looked up): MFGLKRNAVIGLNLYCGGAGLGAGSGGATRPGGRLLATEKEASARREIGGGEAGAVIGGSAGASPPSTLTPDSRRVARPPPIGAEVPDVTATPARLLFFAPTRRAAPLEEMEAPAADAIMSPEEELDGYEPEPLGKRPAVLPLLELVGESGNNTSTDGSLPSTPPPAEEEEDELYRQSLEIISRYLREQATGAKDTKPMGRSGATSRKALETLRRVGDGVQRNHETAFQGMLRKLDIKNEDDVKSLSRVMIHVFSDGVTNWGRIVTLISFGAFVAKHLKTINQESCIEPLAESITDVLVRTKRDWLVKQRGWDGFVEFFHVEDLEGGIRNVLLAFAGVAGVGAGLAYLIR
PME-1 primary – PME-1 (human) inhibition. 320,000 compounds, 0.53% hits. inhibition, % at 5.9 µM. Q9Y570. recombinant PME-1, FP-Rh probe fluorescence polarization;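 active means inhibition above the campaign mean of all compounds plus 3 SD, cut at about 26% in these data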;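 further: competitive labeling of PME-1 active site by serine hydrolase directed probe; 0% = PME-1 with DMSO and 100% = wells lacking PME-1 enzyme; inhibitors block probe labeling so polarization falls and inhibition rises; many of its hits are not listed in these tables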
MEX-5 binding – C. elegans MEX-5 TCR-2 RNA binding activity. Q9XUB2. MEX-5/FITC-TCR2 RNA binding, fluorescence polarization; hits give low values. activity score (negative = inhibition of binding), % at 10 µM. 300,000 compounds, 0.38% hits. AID 1832;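 active means inhibition past about -25% in most replicates, and total fluorescence under double the plate's negative control median, limit read from the data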;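 further: 0% = DMSO and -100% = 5 µM competing unlabeled TCR2 RNA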
Fam108B counter – counter-screen for RBBP9 inhibitors: inhibitors of mouse Fam108B; recombinant Fam108B, FP-Rh probe fluorescence polarization; inhibition, % at 9.51 µM; 300,000 compounds, 0.33% hits; AID 1947;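 active means inhibition above the screen mean inhibition plus 3 SD, computed separately per campaign, cut at about 18% in these data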;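 further: inhibitors lower polarization as less probe binds the enzyme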
GLD-1 RNA inh – GLD-1-TGE RNA interaction inhibition (C. elegans); purified GLD-1 + fluorescein TGE RNA, fluorescence polarization; inhibition, % at 5.96 µM; 320,000 compounds, 0.44% hits; Q17339; AID 2280;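 active means percent inhibition above a per-plate cutoff, the plate mean of test compounds plus 3 SD, cut at about 30% in these data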;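 further: 0% = DMSO wells with GLD-1 and probe and 100% = wells lacking GLD-1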
Target sequence (Q17339 whole entry, looked up): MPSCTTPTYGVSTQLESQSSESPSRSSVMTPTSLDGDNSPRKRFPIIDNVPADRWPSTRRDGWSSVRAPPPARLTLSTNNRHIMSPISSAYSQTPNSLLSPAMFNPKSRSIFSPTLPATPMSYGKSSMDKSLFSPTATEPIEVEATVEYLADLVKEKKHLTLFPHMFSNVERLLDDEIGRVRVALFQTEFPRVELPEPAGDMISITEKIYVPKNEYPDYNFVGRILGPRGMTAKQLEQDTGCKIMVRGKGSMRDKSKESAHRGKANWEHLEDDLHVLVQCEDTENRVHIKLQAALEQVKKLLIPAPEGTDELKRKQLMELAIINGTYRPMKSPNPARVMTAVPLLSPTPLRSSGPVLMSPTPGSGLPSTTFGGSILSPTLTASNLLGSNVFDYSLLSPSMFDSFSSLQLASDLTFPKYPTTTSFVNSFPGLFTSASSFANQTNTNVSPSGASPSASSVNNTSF
The depositor's hits bear a star; · = not tested or not shown. A portion of the library; rates above refer to the full screens.

| molecule | pPAFAH FP inh | AHR act | PAFAH1B2 inh | BCLXL inh | MCL1 BIM primary | PME-1 primary | MEX-5 binding | Fam108B counter | GLD-1 RNA inh |
| --- | --- | --- | --- | --- | --- | --- | --- | --- | --- |
| CCN(C(=O)CSc1nnc(SC(C)C)s1)C1CCS(=O)(=O)C1 (stereo not given) | -1 | 4 | 1 | 1 | 2 | -2 | · | · | 2 |
| O=C(CSc1nnc2c(Cl)cc(Cl)cn12)N1CCN(c2ccc(F)cc2)CC1 | 8 | 5 | 3 | 6 | 6 | 0 | -1.3 | 2 | 5 |
| C=CCn1c(O)c(N=NC(=O)c2ccccc2NS(=O)(=O)c2cccs2)c2ccccc21 | 2 | 8 | 9 | 3 | 49* | -3 | -0.4 | 6 | 4 |
| O=C(c1ccc(C(F)(F)F)cc1)C1CCCN(C(=O)CCc2ccncc2)C1 (stereo not given) | -2 | 2 | 7 | -2 | -3 | -4 | -2.0 | 0 | -2 |
| CCOC(=O)c1ccccc1NS(=O)(=O)c1ccc(OCC)cc1 | 1 | 4 | 4 | 3 | -6 | -10 | -0.1 | -4 | 14 |
| O=C(NC1CCCc2ccccc21)C1CCCN(S(=O)(=O)c2cnc[nH]2)C1 (stereo not given) | -1 | 1 | 4 | 2 | 2 | 6 | 1.2 | 0 | 1 |
| CSc1ccc(/C=c2\s/c(=C\C(=O)C(C)(C)C)n(CC(=O)NCCC3=CCCCC3)c2=O)cc1 | -2 | 3 | 2 | -7 | -14 | -10 | 1.4 | -9 | -8 |
| CCOC(=O)c1ccc(CN2C(=O)c3ccccc3S2(=O)=O)cc1 | 2 | -1 | 2 | 3 | 6 | 1 | -0.6 | -1 | 6 |
| C=C(C)COc1ccc(-c2nc(N)nc(C)c2Oc2ccccc2OC)c(O)c1 | 16 | 36 | 0 | 7 | 1 | 6 | -0.4 | -7 | 4 |
| O=c1[nH]cnc2c1sc1nc(C(F)F)cc(-c3ccccc3)c12 | 1 | 106* | -6 | 1 | -5 | -13 | · | · | 3 |
| N#Cc1ccc(NC(=O)COC(=O)CNC(=O)C2CCCCC2)cc1 | 0 | 0 | -4 | 0 | 3 | 4 | 0.8 | 2 | 3 |
| COc1ccc(N(C(=O)c2cc3ccccc3oc2=O)C2C=CS(=O)(=O)C2)cc1 (stereo not given) | 2 | -1 | -2 | 4 | 1 | 8 | 1.8 | 7 | 7 |
| O=C(CC1CCCCC1)N=C1SC2CS(=O)(=O)CC2N1c1ccccc1 (stereo not given) | 0 | -2 | 11 | 7 | 1 | 1 | -1.1 | 1 | 4 |
| Cc1cccc(OC(C)C(=O)Nc2ccc(N3CCCCC3)cc2)c1 (stereo not given) | 6 | -3 | 4 | 2 | -5 | 2 | 2.6 | 4 | 8 |
| Cc1cc(C)cc(-n2c(=O)c3sccc3n(CC(=O)NCc3ccco3)c2=O)c1 | 3 | 0 | 4 | -3 | 3 | 2 | 0.8 | 1 | 1 |
| CC(C)(C)OC(=O)C[C@H]1C/C=C\C[C@H](CC(=O)N[C@H](CO)Cc2ccccc2)C(=O)N[C@@H](Cc2ccccc2)COC1=O | 5 | 0 | 11 | · | · | · | · | · | 4 |
| Cn1nnnc1Sc1ncnc2scc(-c3cc4ccccc4o3)c12 | 7 | 10 | 1 | 1 | -2 | -4 | · | · | 4 |
| COc1ccc(N2CCN(C(=O)c3ccc4c(c3)CCN4S(=O)(=O)c3ccccc3)CC2)cc1 | 10 | 2 | 3 | 5 | -2 | 3 | 1.5 | 0 | -4 |
| CCCC(=O)OCC(=O)NCc1ccc(Cl)cc1 | 0 | -1 | 4 | -6 | 2 | 2 | 2.8 | 5 | 0 |
| COc1ccc(NC(=O)C2CC(=O)n3cnnc3S2)cc1 (stereo not given) | 2 | -2 | 3 | 9 | 5 | -5 | 4.1 | -3 | 3 |
| CCOC(=O)c1c(-c2ccc(OC)cc2)csc1NC(=O)COc1ccc2c(C)cc(=O)oc2c1 | 4 | 1 | 4 | 2 | 0 | -4 | -1.7 | -4 | 2 |
| O=C(O)c1ccc2c(c1)N(Cc1cccc(F)c1)C(=O)CS2 | 5 | -3 | 2 | 4 | -1 | -3 | -0.9 | 1 | 7 |
| S=C(NCc1ccccc1)N1CCCCC1 | 3 | -4 | 0 | 8 | 0 | 0 | -0.2 | 0 | 5 |
| CCC(C)NC(=O)c1cnn2c1NC(c1ccc3c(c1)OCO3)CC2C(F)(F)F (stereo not given) | -1 | 0 | 0 | 3 | 1 | 5 | 0.3 | 0 | 1 |
| O=C(Nc1ccc2oc(-c3ccccc3)nc2c1)c1ccc2c(c1)OCCO2 | 10 | -2 | -3 | -3 | 2 | -35 | 3.4 | -27 | 1 |
| Cc1ccc2[nH]c(=O)c(CN(CC3CCCO3)C(=O)c3ccncc3)cc2c1 (stereo not given) | 1 | 4 | 1 | 2 | 2 | -8 | 3.8 | 1 | -1 |
| O=C(Nc1ccc(NC(=O)C2CC2)nc1)c1ccccc1F | 8 | -8 | -1 | 6 | 5 | 0 | 1.8 | 1 | 3 |
| COCCCNC(=S)NC(=O)c1ccc(C)cc1 | 3 | 21 | 4 | 4 | 2 | -4 | 0.2 | 2 | -3 |
| OC(CNCC1COc2ccccc2O1)COCc1cccs1 (stereo not given) | 4 | 4 | 3 | 2 | 4 | 0 | -1.1 | 3 | -4 |
| O=C(NCCN1C(=O)S/C(=C\c2ccccc2Cl)C1=O)C1=COCCO1 | -4 | -4 | 4 | 20 | 12 | -7 | -5.0 | -2 | 13 |
| C=CCOc1ccc(CNc2nccs2)cc1 | 3 | 1 | 1 | 6 | 4 | -1 | 1.7 | 0 | 4 |
| Cc1ccc(NC(=O)c2ccc(Cn3cc(Cl)cn3)o2)c(C)c1 | -2 | 26 | 3 | -2 | -7 | -1 | 0.5 | 2 | 3 |
| Cc1cc(C)c(S(=O)(=O)N2CCCCC2)c(C)c1N(C)S(=O)(=O)c1ccccc1 | 1 | -1 | -1 | 4 | 11 | 11 | -1.7 | -4 | -1 |
| Cc1cc(Br)ccc1NC(=O)C(C)c1ccc([N+](=O)[O-])cc1 (stereo not given) | 2 | -1 | 7 | 13 | 10 | 6 | -1.1 | -3 | -1 |
| CC(C)C(=O)Nc1ccc(S(=O)(=O)Nc2nccc(/C=C/c3ccccc3)n2)cc1 | 3 | -1 | 0 | 6 | 2 | 3 | -1.4 | -1 | 5 |
| O=c1c2ccccc2nc2c3ccccc3c(NCc3ccccn3)nn12 | 4 | 119* | 5 | -18 | -18 | 1 | -8.5 | -1 | 0 |
| O=C(Nc1nccs1)[C@@H]1CC=C[C@@H]2CCN(Cc3ccccc3)C(=O)[C@@H]21 | 1 | 4 | -5 | 6 | 2 | 0 | -0.6 | 1 | 1 |
| O=C(N/N=C/c1ccc(O)cc1)/C(=C/c1ccc([N+](=O)[O-])cc1)NC(=O)c1ccccc1 | 7 | 7 | 3 | 3 | 10 | -12 | 1.0 | -2 | 3 |
| Cc1ccc(S(=O)(=O)N2CCCCC2)cc1NC(=O)COC(=O)Cc1ccc(Cl)cc1 | 14 | -1 | 11 | 3 | 1 | 4 | 1.3 | -9 | 0 |
| CCOc1cc(C(N)=O)cc(Cl)c1OCc1ccccc1 | 3 | 16 | 5 | 7 | 4 | -5 | 1.9 | -2 | 1 |
| O=C(Nc1cccnc1)c1cccc(S(=O)(=O)N2CCc3ccccc32)c1 | 2 | 24 | 6 | 6 | -2 | -4 | -0.4 | -2 | 4 |
| Cc1ccc(/C=N/NC(=O)C2CCN(Cc3ccc(F)cc3Cl)CC2)o1 | 5 | -1 | 4 | 7 | 0 | -3 | 2.3 | -1 | 4 |
| COc1ccc2nc(C)c3c(c2c1)OC(C(C)(Cl)Br)C3 (stereo not given) | 1 | 4 | 3 | 4 | 1 | 4 | 1.0 | -5 | 6 |
| Cc1cc(C)c(NC(=O)CN(C)C(=O)CNC(=O)c2cccs2)c(C)c1 | -4 | 3 | 8 | 4 | 1 | -6 | · | · | 5 |
| O=C(NCC(=O)N1CCc2ccccc2C1)c1ccc(Cl)cc1Cl | -1 | 0 | 6 | 1 | -6 | 1 | -0.8 | -5 | 9 |
| CC1CCc2c(C(=O)Nc3ccc(N4CCOCC4)cc3)csc2C1 (stereo not given) | 10 | 4 | 10 | 1 | -5 | 5 | -1.8 | 6 | -8 |
| CCn1cc(C(=O)N(C)c2ccc(OC)cc2)c2cc(OC)c(OC)cc2c1=O | -1 | 1 | 8 | 10 | 1 | 2 | 2.0 | 4 | -6 |
| CCOC(=O)CSc1nc2c(sc3ccc([N+](=O)[O-])cc32)c(=O)n1Cc1ccco1 | 7 | 5 | 3 | 6 | 3 | 3 | -1.2 | 2 | 1 |
| O=C1CN(C(=O)CSc2nnc(C3CC3)n2-c2ccccc2)c2ccccc2N1 | 3 | 2 | 4 | -4 | -4 | 0 | -3.0 | 1 | -1 |
| COc1ccc(N2C(=O)CC(SCC(=O)O)C2=O)cc1 (stereo not given) | 6 | -2 | 3 | 7 | 5 | -6 | -1.3 | 0 | 7 |
| COc1ccc(CNC(=O)C2CCN(C(=O)c3ccc(-c4ccccc4)cc3)CC2)cc1 | 2 | -2 | -3 | 1 | 9 | -6 | 1.2 | -1 | 2 |
| CCc1cc(C(=O)NCC(c2cccs2)N2CCOCC2)sc1C (stereo not given) | 5 | 9 | 0 | 7 | 2 | 3 | -0.7 | 1 | -1 |
| COc1ccc(/C=C(\C#N)C(=O)OCC(=O)NCc2ccccc2Cl)cc1 | 0 | 1 | 2 | -1 | 3 | 0 | -0.3 | -6 | 2 |
| CC(=O)Oc1ccc(-c2cc3ccccc3oc2=O)cc1 | 2 | -2 | 5 | 4 | 5 | 1 | -2.5 | 3 | 4 |
| CCN(CC)S(=O)(=O)c1ccc(C)c(NC(=S)N2CCN(c3ccccn3)CC2)c1 | 2 | -2 | 3 | 7 | 13 | 6 | -1.0 | 0 | 0 |
| Cc1cc(C)c(NC(=O)CS(=O)CC(=O)NCC2CCCO2)c(C)c1 (stereo not given) | -1 | 18 | -1 | 1 | 3 | 3 | 1.0 | 5 | 5 |
| N#CC1=C(N)NC(SCc2ccccc2)=C(C#N)C12CCCCC2 | 13 | 10 | 18 | 0 | 0 | 3 | -0.9 | 2 | 3 |
| COc1ccc(Cc2nc3ccc(C(=O)N4CCCC4)cc3o2)cc1OC | 0 | 4 | 2 | 9 | 0 | -4 | 2.4 | -8 | -3 |
| CCNc1nc(NCC)nc(Nn2cnnc2)n1 | 7 | 6 | -3 | 4 | -2 | 6 | -2.4 | 1 | 4 |
| COc1ccc(CN(Cc2cccnc2)C(=S)NCCc2ccccc2)cc1OC | 3 | 5 | 1 | -1 | 1 | -1 | -0.5 | -2 | 0 |

Retrieved one by one from the list above, 3 records:
| molecule | pPAFAH FP inh | AHR act | PAFAH1B2 inh | BCLXL inh | MCL1 BIM primary | PME-1 primary | MEX-5 binding | Fam108B counter | GLD-1 RNA inh |
| --- | --- | --- | --- | --- | --- | --- | --- | --- | --- |
| CSc1ccc(/C=c2\s/c(=C\C(=O)C(C)(C)C)n(CC(=O)NCCC3=CCCCC3)c2=O)cc1 | -2 | 3 | 2 | -7 | -14 | -10 | 1.4 | -9 | -8 |
| O=C(Nc1cccnc1)c1cccc(S(=O)(=O)N2CCc3ccccc32)c1 | 2 | 24 | 6 | 6 | -2 | -4 | -0.4 | -2 | 4 |
| COc1ccc(NC(=O)C2CC(=O)n3cnnc3S2)cc1 (stereo not given) | 2 | -2 | 3 | 9 | 5 | -5 | 4.1 | -3 | 3 |
